Screens: PubChem BioAssay, National Center for Advancing Translational Sciences (NCATS)
HP1b chromo inh: inhibitors of HP1-beta chromodomain binding to methylated histone tails; actives 0.56% (n = 390,000); P83916; AlphaScreen HP1-beta / biotin-H3K9me3 peptide binding; Potency, µM (highest dose often 114 µM), for inactives: top-dose activity change, negative = inhibition, usual class: inhibitors; further: potency means the concentration at half of the fitted maximal effect; nearly all actives have a fitted effect of over 70% in size; inactives centre near 23
Target sequence (P83916 whole entry, looked up): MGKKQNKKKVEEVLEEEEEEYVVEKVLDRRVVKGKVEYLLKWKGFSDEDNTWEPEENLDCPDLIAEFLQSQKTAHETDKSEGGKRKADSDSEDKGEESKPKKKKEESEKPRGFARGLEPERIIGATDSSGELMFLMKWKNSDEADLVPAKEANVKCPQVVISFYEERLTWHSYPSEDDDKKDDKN
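Compound inhibition of the preformed complex between 50 nM HP1-beta and 50 nM biotinylated H3K9me3 peptide was read by AlphaScreen. Buffer was PBS pH 7.4 with 0.01% Tween-20. Incubations ran 30 min at room temperature, with 10 ug/mL donor/acceptor beads.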
JMJD2A Tudor: inhibitors of human JMJD2A Tudor domain. O75164. AlphaScreen JMJD2A-Tudor / H3K4me3 peptide binding. Potency, µM (top dose mostly 114 µM), for the others: top-dose activity change, negative = inhibition, most hits filed as inhibitors. actives 4.4% (n = 390,000). AID 504339; further: potency means the concentration at half of the fitted maximal effect; on the % scale 0 is the no-effect control and ±100 the full control effect; nearly all actives have a fitted effect of over 50% in size
GLS inhibitor: glutaminase GLS (human) inhibition | O94925 | GLS enzymatic activity, qHTS titration | Potency, µM (doses to about 45.5 µM), inactives show at the top dose activity change, negative = inhibition, usual class: inhibitors | actives 0.21% (n = 410,000); further: potency means the concentration at half of the fitted maximal effect; on the % scale 0 is the no-effect control and ±100 the full control effect
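Glutamate formation by hKGA was monitored fluorometrically using coupled glutamate oxidase, HRP and Amplex Red. Substrate was added as 1 mM L-glutamine solution; incubation was 30 min at RT after an initial read.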
G9a block: inhibitors of human histone lysine methyltransferase G9a. Q96KQ7. G9a H3K9 monomethylation, AlphaScreen, 2 h. Potency, µM (highest dose often 102 µM), for the others: at the highest dose activity, negative = inhibition, usual class: inhibitors. actives 8.8% (n = 350,000); further: potency means the concentration at half of the fitted maximal effect; on the % scale 0 is the no-effect control and ±100 the full control effect; nearly all actives have a fitted effect of over 75% in size
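G9a (20 nM) preincubated 15 min RT with compounds, then 500 nM biotinylated H3K9 peptide and 20 uM SAM added; 2 h RT reaction. Monomethyl-H3K9 product detected by AlphaScreen with anti-H3K9me1 antibody, streptavidin donor and anti-rabbit IgG acceptor beads.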
BAZ2B block: BAZ2B (human) inhibition | Q9UIF8 | AlphaScreen BAZ2B-H3K14Ac peptide displacement | Potency, µM (top dose mostly 114 µM), without a hit: at the highest dose activity change, negative = inhibition, usual class: inhibitors | actives 4.4% (n = 360,000) | AID 504333; further: potency means the concentration at half of the fitted maximal effect; on the % scale 0 is the no-effect control and ±100 the full control effect; nearly all actives have a fitted effect of over 60% in size
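Inhibition is scored as reduced AlphaScreen emission. The BAZ2B/b-H3(5-23)K14Ac complex (50 nM each) in PBS pH 7.4, 0.01% Tween-20 meets compound (up to 110 uM) for 30 min at RT before bead addition.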
Pol eta inh: inhibitors of human DNA polymerase eta; recombinant Pol eta, fluorescent DNA replication assay; actives 1.2% (n = 390,000); Q9Y253; Potency, µM (highest dose often 114 µM), for the others: at the highest dose activity change, negative = inhibition, hits mostly inhibitors; AID 588591; further: potency means the concentration at half of the fitted maximal effect; on the % scale 0 is the no-effect control and ±100 the full control effect
Target sequence (Q9Y253 whole entry, looked up): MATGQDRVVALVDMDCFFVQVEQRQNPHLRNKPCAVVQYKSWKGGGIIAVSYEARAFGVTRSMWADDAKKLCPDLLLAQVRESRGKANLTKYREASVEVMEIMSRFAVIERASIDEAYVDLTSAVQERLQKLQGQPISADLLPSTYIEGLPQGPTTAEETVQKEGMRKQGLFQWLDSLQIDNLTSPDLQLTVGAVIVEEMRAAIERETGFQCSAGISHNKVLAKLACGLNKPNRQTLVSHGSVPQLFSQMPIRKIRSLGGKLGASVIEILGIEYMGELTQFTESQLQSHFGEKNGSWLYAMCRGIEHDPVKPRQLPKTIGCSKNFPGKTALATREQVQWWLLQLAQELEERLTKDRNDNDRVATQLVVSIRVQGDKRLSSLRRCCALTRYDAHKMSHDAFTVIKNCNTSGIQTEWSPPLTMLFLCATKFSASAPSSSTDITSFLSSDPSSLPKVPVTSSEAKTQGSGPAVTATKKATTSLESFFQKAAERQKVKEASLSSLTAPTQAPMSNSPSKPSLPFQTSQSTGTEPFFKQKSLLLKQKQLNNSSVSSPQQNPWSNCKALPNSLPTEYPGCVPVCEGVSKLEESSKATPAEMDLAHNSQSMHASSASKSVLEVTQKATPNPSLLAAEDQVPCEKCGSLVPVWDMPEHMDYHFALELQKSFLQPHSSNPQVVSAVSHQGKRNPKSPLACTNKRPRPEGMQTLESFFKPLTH
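Fluorescent replication assay: 50 nM final substrate added after a 15 min room-temperature compound preincubation with 10 nM enzyme. Signal taken at 0 min and again at 10 min.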
PI4K2A block: PI4K2A (human) kinase inhibition | actives 0.13% (n = 420,000) | AID 1346378 | purified PI4K2A, ADP-Glo luminescence, 1 h; stronger effect = lower value | Q9BTU6 | activity change, negative = inhibition, % at 76.9 µM; in the data active means activity change below about -50%; inconclusive means mostly about -30% to -49%;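 further: -100% = wells without enzyme as full effect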
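In this quantitative HTS, ADP production by PI4K2A was quantified luminescently after 1 h at ambient temperature; 100 microM adenosine served as plate-quality control.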
Pin1 inh: blocks the human prolyl isomerase Pin1; Q13526; Pin1 FP peptide displacement, HiFluor488, 10 min; Potency, µM (series often up to 115 µM), without a hit: at the top dose activity, negative = inhibition, actives largely listed as inhibitors; actives 0.009% (n = 390,000); AID 504891; active means well fitted inhibition curve with a large enough effect in the polarisation, with a control signal flat, not every such curve was filed as active; inconclusive means small, poorly fitted or top-dose-only effect, or effect the other way, or a change in a side signal; inactive means no such curve, though single readings can be large or run the other way; the % refers to the polarisation; further: potency means the concentration at half of the fitted maximal effect; on the % scale 0 is the no-effect control and ±100 the full control effect
Target sequence (Q13526 whole entry, looked up): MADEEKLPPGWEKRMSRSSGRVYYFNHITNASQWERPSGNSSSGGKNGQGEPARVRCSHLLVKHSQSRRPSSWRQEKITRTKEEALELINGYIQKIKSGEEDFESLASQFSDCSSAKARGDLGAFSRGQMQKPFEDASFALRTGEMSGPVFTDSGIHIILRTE
PGK inhibitor: blocks T. brucei phosphoglycerate kinase; P07378; PGK/GAPDH coupled, Kinase-Glo luminescence, 60 min; Potency, µM (titrated, usually from 57.5 µM), without a hit: at the top dose activity change, negative = inhibition, usual class: inhibitors; actives 0.043% (n = 380,000); further: potency means the concentration at half of the fitted maximal effect; on the % scale 0 is the no-effect control and ±100 the full control effect; nearly all actives have a fitted effect of over 60% in size
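Luminescent ATP detection (Kinase-Glo Plus) follows a 60-minute room-temperature incubation, with wells lacking PGK as controls. Buffer: 100 mM TEA (pH 7.6), 5 mM MgCl2, 0.01% Tween-20. Coupling enzyme GAPDH (100 nM final) supplies unstable 1,3-BPG in-well.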
* hit, by the source's call; i = inactive; ? = inconclusive; / = no result given; & = joins results of further samples; [ ] = remark or other dose. Unless noted, the call rests on the fitted dose curve; in most records, active means well fitted curve in the direction sought with a large enough effect; inconclusive means small, poorly fitted or top-dose-only effect, or another doubt; inactive means no such curve, though single readings can be large; an effect the other way counts as inactive or inconclusive. Not all compounds are listed; rates above refer to the full screens.

PI4K2A block	GLS inhibitor	BAZ2B block	Pin1 inh	JMJD2A Tudor	G9a block	Pol eta inh	PGK inhibitor	HP1b chromo inh	Structure
-5	7%	/	21%	11%	19%[59 µM]	-17%	1%	49%[activator]	CCc1nc2c(cnn2-c2ccc(C)cc2)c(=O)n1Cc1ccccc1
-2	-6%	32µM*	-7%	10µM*	10%[12.7 µM]	-15%	7%	26%	COCCN(CCOC)S(=O)(=O)c1ccc(C(=O)Nc2nnc(C3CC3)o2)cc1
1	1%	12%	9%	-1%	24%[12.7 µM]	-1%	-2%	42%[activator]	COc1ccc(OC)c(S(=O)(=O)NCC(=O)NC2CCCCCC2)c1
-1	-9%	5%	-7%	-20%	8%[12.7 µM]	?	-7%	25%	Cc1ccc(S(=O)(=O)NCC2CCC(C(=O)NCc3ccco3)CC2)cc1 (stereo not given)
-1	-2%	/	-2%&-3%	-29%&-12%	/	-6%	10%	24%	O=[N+]([O-])c1ccccc1S(=O)(=O)N1CCN(S(=O)(=O)c2ccc3c(c2)OCCO3)CC1
1	-11%	-16%	-13%	-18%	?	-11%	-17%	35%[activator]	COc1ccc(OC)c(NC(=O)[C@@]2(CC(=O)O)CC(/C=C/c3ccccc3)=NO2)c1
1	3%	/	-1%	-17%	-5%	-4%	i	-24%	Cc1ccccc1C(=O)c1cccn1CC(=O)NCCC1=CCCCC1
-27	14%	14µM*	1%	22µM*	?	-9%	-5%	18µM*	Cc1ccc(S(=O)(=O)NC(=O)Nc2ccc(N(C)C)cc2)cc1
0	-18%	10%	6%	-2%	4%	-7%	-3%	12%	O=C(Cn1nnc(-c2cccs2)n1)N1CCc2ccccc2C1
-5	10%	2%	-4%	-2%	-3%	-6%	6%	39%[activator]	CCOC(=O)N1CCN(CC(=O)Nc2ccc(F)cc2)CC1

The last four records of the section before lead into the next.
PI4K2A block	GLS inhibitor	BAZ2B block	Pin1 inh	JMJD2A Tudor	G9a block	Pol eta inh	PGK inhibitor	HP1b chromo inh	Structure
1	3%	/	-1%	-17%	-5%	-4%	i	-24%	Cc1ccccc1C(=O)c1cccn1CC(=O)NCCC1=CCCCC1
-27	14%	14µM*	1%	22µM*	?	-9%	-5%	18µM*	Cc1ccc(S(=O)(=O)NC(=O)Nc2ccc(N(C)C)cc2)cc1
0	-18%	10%	6%	-2%	4%	-7%	-3%	12%	O=C(Cn1nnc(-c2cccs2)n1)N1CCc2ccccc2C1
-5	10%	2%	-4%	-2%	-3%	-6%	6%	39%[activator]	CCOC(=O)N1CCN(CC(=O)Nc2ccc(F)cc2)CC1
0	0%	-38%	0%	?	-1%[12.7 µM]	-22%	-5%	4%	C=C(C)COc1ccc(-c2nc(N)ncc2Oc2ccccc2OCC)c(O)c1
2	-1%	32%[activator]	2%	-10%	/	-5%	-7%	27%	COc1cc(Cc2nccc3cc(OC)c(OC)cc23)c(NC(C)=O)cc1OC
-6	-2%	-2%	17%	-29%	?	-12%	i	47%[activator]	O=C1c2ccccc2C(Nc2ccc(S(=O)(=O)N3CCCCCC3)cc2)N1Cc1ccco1 (stereo not given)
-7	-15%	-13%	15%	-1%	-32%[59 µM]	-4%	0%	21%	COc1ccc(N2C(=O)CSC23C(=O)N(C)c2ccccc23)cc1Cl (stereo not given)
-2	-6%	7%	-7%	-7%	23%[59 µM]	-22%	0%	31%	CC1(C)Cc2c(c(=S)nc(-c3ccccc3)n2CCN2CCOCC2)CO1
1	0%	-12%	-1%	-13%	-3%	6%	-7%	4%	CN(CCC#N)C(=O)COC(=O)c1cc(Cl)cc(Cl)c1N
3	7%	8%	-1%	1%	-6%[59 µM]	-15%	2%	18%	Cc1ccsc1C(=O)Nc1ccc(S(=O)(=O)N2CCOCC2)cc1
0	1%	4%	3%	5%	14%[59 µM]	-12%	-7%	40%[activator]	O=c1c2ccccc2n(Cc2ccccc2F)c(=O)n1-c1cccc(F)c1
2	-6%	50µM*	-4%	3.5µM*	?	-19%	i	?	C=CCNCc1cc(=O)n2c(-c3ccccc3)csc2n1
2	2%	-5%	-11%	-6%	-3%	-18%	-3%	30%	O=P(c1ccccc1)(c1ccccc1)c1ccc(O)cc1
0	2%	0%	6%	4%	0%[0.501 µM]	-12%	-1%	29%	COc1cccc(NC(=O)C2COc3ccccc3O2)c1 (stereo not given)
-1	7%	-4%	5%	-14%	-5%[59 µM]	0%	-1%	33%	COc1ccc(-c2cn3cc(Br)cnc3n2)cc1
-2	-4%	-10%	-7%	-2%	22µM*	-7%	-4%	65%[activator]	CC(C)(C)c1ccc(C(=O)NNc2cc(Cl)cc(Cl)c2)cc1
2	2%	1%	-5%	-23%	5%[2.33 µM]	-14%	/	54%[activator]	O=C1CNC(=O)/C(=C\c2ccccc2)N1
4	-8%	?	1%	?	?	-25%	-3%	21%	COc1ccc(-c2c(C)nn3c(N4CCCCCC4)cc(C)nc23)cc1OC
-18	12%	-7%	-3%	-28%	6%[59 µM]	-21%	-6%	19%	CSc1ccc(/C=N/NC(=O)c2cc(O)cc(O)c2)cc1
2	-16%	-10%	27%	0%	2%[12.7 µM]	-12%	-9%	34%	CC(C)(C)C(=O)Nc1ccccc1C(=O)OCc1cc(=O)n2ccsc2n1
46	-9%	-34%	2%	-25%	?	-8%	2%	-9%	Oc1c(C(c2ccccc2)N2CCN(Cc3ccccc3)CC2)sc2nc(-c3ccco3)nn12 (stereo not given)
-2	11%	6%	0%	-5%	45µM*	-4%	-7%	28%	CSc1nsc(SC)c1NC(=O)N1CCCCC1
-4	-1%	-1%	-7%	-26%	14%[59 µM]	1%	-1%	-1%	COCCCn1c(=N)c(C(=O)NCC2CCCO2)cc2c(=O)n3cccc(C)c3nc21 (stereo not given)
-1	0%	?	-1%	-28%	7%	-18%	1%	-9%	COc1ccc2c(CC(=O)Nc3nc(C)cs3)coc2c1
-3	-5%	-5%	-5%	-18%	25%[59 µM]	-20%	i	7%	COc1ccc(NC(=O)CN2CCc3ccccc3C2)cc1S(=O)(=O)N1CCOCC1
-1	0%	/	22%	-13%	/	5%	-2%	23%	CSc1ccc(Cl)c(C(=O)Nc2cc(S(=O)(=O)N3CCOCC3)ccc2N2CCOCC2)c1
0	-6%	-2%	-2%	-12%	4%	-3%	-4%	0%	O=C1c2ccccc2-c2nc3ccccc3cc21
-8	?	3%	-5%	-10%	17%[59 µM]	-15%	-10%	38%	Cc1ccsc1C(=O)OCC(=O)c1ccc(OC(F)F)cc1
2	1%	-1%	-3%	-5%	-50%	-14%	2%	53%[activator]	COC(=O)Cn1cc(C(=O)c2ccco2)c2ccccc21
5	0%	-6%	3%	0%	-7%	-4%	/	10%	CN(C)S(=O)(=O)N1CCN(C(=O)c2ccccc2Cl)CC1
-3	4%	-4%	2%	-9%	-2%[59 µM]	-12%	3%	26%	CCOC(=O)c1ccccc1NC(=O)CSc1nnnn1C
-4	-7%	-6%	5%	-16%	?	-16%	-9%	48%[activator]	CCCS(=O)(=O)c1c(S(=O)(=O)CCC)c2c3ccccc3ccn2c1C(=O)OC
-6	11%	-21%	1%	-24%	?	-9%	-5%	27%	COCCn1nnnc1C(c1ccccn1)N1CCN(c2cccc(C)c2C)CC1 (stereo not given)
-5	2%	?	16%	-11%	-39%	-15%	-5%	37%	NS(=O)(=O)c1ccc(NC(=O)COC(=O)/C(=C/c2cccs2)c2cccs2)cc1
1	19%	?	-6%	?	-15%	-16%	-1%	-23%	CN(C)c1cccc(C(=O)OCC(=O)N(C)c2ccccc2)c1
-1	3%	-20%	0%	-2%	-31%	-7%	-7%	7%	COc1ccc(NC(=O)CCCn2c(=O)c3sccc3n(Cc3ccccc3)c2=O)cc1
-23	13%	-4%	?	-1%	-18%	-10%	-5%	37%[activator]	COc1ccc(C2Nc3ccccc3NC3=C2C(=O)CC(C)(C)C3)cc1 (stereo not given)
-1	2%	?	0%	71µM*	/	13µM*	-10%	3%	COc1cc(-c2noc(C)c2/C=C/c2ccc(C(=O)O)cc2)cc(OC)c1OC
0	1%	0%	?	-9%	11%	-15%	-7%	28%	ONC(=Nc1ccc(Cl)cc1)c1ccccc1Cl
3	17%	-1%	-2%	-16%	13%	-6%	14%	18%	CCN(C(=O)CN1CCN(S(=O)(=O)c2ccccc2C(F)(F)F)CC1)c1c(N)n(Cc2ccccc2)c(=O)[nH]c1=O
1	-8%	?	20%	-26%	-10%[59 µM]	?	i	10%	Cc1ccc(C)c(NC(=O)CCc2nnc3ccc(NCc4ccco4)nn23)c1
-2	-1%	3%	1%	-24%	14%	-25%	-7%	27%	Cn1cc(CNCCCn2ncc3ccccc32)c(-c2ccccc2F)n1
4	10%	-14%	-2%	-17%	-6%[59 µM]	-5%	0%	-6%	COc1cc(NC(=O)N2CCC(CN3CCCC3)CC2)cc(OC)c1OC
0	-4%	-13%	-5%	-14%	26%	-14%	-5%	0%	Cc1ccc(N(CC(=O)NCc2ccccc2)C(=O)c2csnn2)c(C)c1
-3	1%	5%	2%	-23%	-4%[12.7 µM]	4%	i	7%	COc1ccccc1C(=O)N1CCN(CCc2ccccc2)CC1
4	-5%	/	/	/	/	-15%	-7%	/	NC(=O)CCC(C(=O)O)N1C(=O)C2C3CCC(C3)C2C1=O (stereo not given)
1	-5%	6%	-2%	7%	?	-7%	i	22%	CCc1nnc(NC(=O)C2CCCCC2)s1
-8	10%	-4%	-16%	-21%	3%[0.501 µM]	-9%	-6%	7%	O=C(CNc1cccc(S(=O)(=O)N2CCCC2)c1)Nc1ccc(F)c(F)c1
